Compound activity: PubChem BioAssay, several laboratories
pCIP destab: lowers stability of the mouse p/CIP coactivator protein | Q05BA5 | F442A p/CIP-EGFP cells, EGFP fluorescence, 16 h | decrease of EGFP signal, % at 10 µM | 0.01% of 290,000 active | AID 1984;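 active = EGFP signal decrease of at least 30% at 10 µM or well 3 SD below plate mean, unless failing retest; inactive = the rest, including hits failing retest or dose response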; also: some compounds called inactive have numbers as strong as hits; many of its hits are not listed in these tables
IMP-1 inhibitor: blocks Pseudomonas aeruginosa IMP-1 metallo-beta-lactamase; purified IMP-1, nitrocefin hydrolysis, epi-absorbance fluorescence; inhibition, % at 5.6 µM; 0.45% of 290,000 active;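 active = inhibition above the mean plus 3 SD of all compounds in the same screening run, cut at about 4.5% in these data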;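 also: 0% = IMP-1 with DMSO and 100% = DMSO wells lacking enzyme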
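Material – recombinant IMP-1 enzyme, purified · Amount – IMP-1 0.2 nM before substrate addition · Medium – HEPES buffer pH 7.1 with ZnSO4 and Brij 35 · Timing – 25 °C, 15 min preincubation, 25 min reaction · Measured by – plate fluorescence quenching by hydrolysis product, ex 480/em 530 nm · Read-out – percent enzyme inhibition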
IDE act: IDE (human) activation, cell-based | P14735 | 0.073% of 340,000 active | HEK cells, FAbeta-B cleavage, fluorescence polarization; 0% vehicle, 100% cell-free pure enzyme wells | activation, % at 5.96 µM;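 active = activation above the mean of all tested compounds plus 3 SD, set per screening campaign, cut at about 17% in these data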
PHOSPHO1 inh: blocks human PHOSPHO1 phosphatase activity | Q8TCT1 | recombinant PHOSPHO1, absorbance phosphatase assay | inhibition, % at 13.3 µM | 1.1% of 290,000 active | AID 1565; in the data active = inhibition above about 60%
Target sequence (Q8TCT1 whole entry, looked up): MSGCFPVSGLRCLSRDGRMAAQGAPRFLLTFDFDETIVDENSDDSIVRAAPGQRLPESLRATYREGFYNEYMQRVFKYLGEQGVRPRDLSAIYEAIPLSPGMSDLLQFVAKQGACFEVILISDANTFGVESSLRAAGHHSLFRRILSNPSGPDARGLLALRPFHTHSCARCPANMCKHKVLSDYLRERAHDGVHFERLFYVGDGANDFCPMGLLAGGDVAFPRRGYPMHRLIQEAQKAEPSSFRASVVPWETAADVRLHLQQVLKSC
HCV NS3 hel inh: blocks Hepatitis C virus NS3 helicase unwinding. NS3 helicase DNA unwinding, Cy5 molecular beacon fluorescence. inhibition, % at 10.9 µM. 0.56% of 290,000 active;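 active = inhibition above the mean of all tested compounds plus 3 SD, set per campaign, cut at about 35% in these data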;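 also: 0% = DMSO wells and 100% = thioflavine S control wells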
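Material: hepatitis C virus NS3 helicase domain fragment enzyme; measured by: Cy5 fluorescence, 0 and 60 min reads; control set: DMSO and thioflavine S; incubation: 60 min unwinding reaction at 25 °C after ATP addition; read-out basis: % inhibition from 60/0 min fluorescence ratio, DMSO 0%, thioflavine S 100%; repeats: singlicate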
MEKK3 PB1 HTS: modulators (inhibitors or enhancers) of MEK5 binding to human MEKK3 PB1 domain; 1.4% of 290,000 active; binding response (% of control), % at 10 µM; Q99759; bead-based flow cytometry, Alexa488-MEK5 binding to MEKK3; actives lie on both sides; 0 = blocked by unlabeled MEK5, 100 = vehicle; AID 1529;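 active = binding response more than 3 SD above or below the average of its plate-row segment, actives on both sides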;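 also: Alexa488 bead fluorescence after subtracting the streptavidin-only scavenger bead signal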
Target sequence (Q99759 whole entry, looked up, the tested form may be a part): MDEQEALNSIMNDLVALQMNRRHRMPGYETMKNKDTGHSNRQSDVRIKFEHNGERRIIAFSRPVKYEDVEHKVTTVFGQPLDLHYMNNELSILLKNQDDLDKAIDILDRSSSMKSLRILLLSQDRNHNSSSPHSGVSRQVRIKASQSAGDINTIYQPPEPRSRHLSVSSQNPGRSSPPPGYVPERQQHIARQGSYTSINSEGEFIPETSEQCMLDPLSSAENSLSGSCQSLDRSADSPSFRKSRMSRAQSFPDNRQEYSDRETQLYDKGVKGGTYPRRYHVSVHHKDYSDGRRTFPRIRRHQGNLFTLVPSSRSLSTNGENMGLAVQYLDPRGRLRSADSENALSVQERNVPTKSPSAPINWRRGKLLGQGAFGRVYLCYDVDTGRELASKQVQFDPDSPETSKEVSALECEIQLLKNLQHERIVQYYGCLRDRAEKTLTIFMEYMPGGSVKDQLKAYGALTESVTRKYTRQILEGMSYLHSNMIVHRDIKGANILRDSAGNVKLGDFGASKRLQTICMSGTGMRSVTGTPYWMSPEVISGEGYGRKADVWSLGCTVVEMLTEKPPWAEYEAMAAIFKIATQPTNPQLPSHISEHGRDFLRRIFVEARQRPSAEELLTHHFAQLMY
UBC9 SUMO inh: blocks human SUMOylation mediated by UBC9 | P63279 | HTRF SUMOylation assay, SAE1/SAE2 + UBC9, in vitro | inhibition, % at 35 µM | 0.36% of 290,000 active | AID 2006; in the data active = inhibition above about 50%, passing the limit was not always enough; also: strong numbers were not always called active
Target sequence (P63279 whole entry, looked up): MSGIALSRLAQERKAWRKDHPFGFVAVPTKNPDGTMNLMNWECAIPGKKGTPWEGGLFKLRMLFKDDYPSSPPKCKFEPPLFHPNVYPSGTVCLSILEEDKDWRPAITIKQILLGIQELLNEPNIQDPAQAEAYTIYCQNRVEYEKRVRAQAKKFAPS
VIM-2 inh: inhibitors of Pseudomonas aeruginosa VIM-2 metallo-beta-lactamase | inhibition, % at 5.6 µM | 0.89% of 290,000 active | purified VIM-2, nitrocefin hydrolysis, epi-absorbance fluorescence;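 active = inhibition above the mean of all tested compounds plus 3 SD, cutoff set per screening run, cut at about 7.5% in these data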;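 also: red hydrolysis product quenches plate fluorescence so inhibitors raise well fluorescence; 0% = enzyme with DMSO and 100% = DMSO without enzyme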
FID counter: displaces DNA intercalator in HCV helicase counter-screen; DNA fluorescent intercalator displacement, fluorescence; inhibition, % at 7.9 µM; 0.17% of 290,000 active; AID 1845; in the data active = inhibition above about 37%;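 also: 0% = vehicle and 100% = reference compound; higher means more ethidium bromide displaced from hairpin DNA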
Numbers without * were called inactive; [ ] = another dose, or the depositor's remark. Not all compounds are listed (hit frequency here may not be typical).

CC12CCC(C(=O)N(CCCN3CCN(Cc4ccccc4)CC3)C1=O)C2(C)C (configuration not stated) was read as pCIP destab -12, IMP-1 inhibitor -4.5, IDE act 10, PHOSPHO1 inh -34, HCV NS3 hel inh -25, MEKK3 PB1 HTS 101, UBC9 SUMO inh 4, VIM-2 inh 0.3 and FID counter 7.
`CC1=C(C)CC(C(=O)NCc2ccccn2)C(C(=O)O)C1` (configuration not stated) gave pCIP destab -10, IMP-1 inhibitor -3.0, IDE act -1, PHOSPHO1 inh -10, HCV NS3 hel inh 2, MEKK3 PB1 HTS 103, UBC9 SUMO inh 9, VIM-2 inh -3.4 and FID counter -14.
For O=C(COc1ccccc1)N=C1SC2CS(=O)(=O)CC2N1CCc1ccccc1 (configuration not stated) the results were pCIP destab -17, IMP-1 inhibitor -0.2, IDE act 3, PHOSPHO1 inh 22, HCV NS3 hel inh -6, MEKK3 PB1 HTS 106, UBC9 SUMO inh 3, VIM-2 inh -2.1 and FID counter -32.
CCOC(=O)c1ccc(Nc2ccc([N+](=O)[O-])cn2)cc1 was read as pCIP destab 2, IMP-1 inhibitor -1.2, IDE act 5, PHOSPHO1 inh 6, HCV NS3 hel inh -2, MEKK3 PB1 HTS 102, UBC9 SUMO inh 20, VIM-2 inh 1.5 and FID counter 5.
For COc1cc(C(=O)Nc2nnc(C)s2)cc(OC)c1OC the results were pCIP destab -3, IMP-1 inhibitor -1.2, IDE act 5, PHOSPHO1 inh 1, HCV NS3 hel inh 4, MEKK3 PB1 HTS 106, UBC9 SUMO inh 4, VIM-2 inh -1.3 and FID counter -7.
Screening O=C(O)c1[nH]c2ccccc2c1NS(=O)(=O)c1ccc(F)cc1 returned pCIP destab -1, IMP-1 inhibitor -1.9, IDE act 3, PHOSPHO1 inh -5, HCV NS3 hel inh 0, MEKK3 PB1 HTS 103, UBC9 SUMO inh 4, VIM-2 inh -1.9 and FID counter -20.
CCCCC(=O)NCCNc1nc2c(c(=O)n(C)c(=O)n2C)n1Cc1ccccc1 was read as pCIP destab -3, IMP-1 inhibitor -2.9, IDE act -1, PHOSPHO1 inh 17, HCV NS3 hel inh -4, MEKK3 PB1 HTS 2.0*[inhibitor], UBC9 SUMO inh -10, VIM-2 inh -2.3 and FID counter -16.
`CCOC(=O)CSc1nc2ccc(Nc3nc(N4CCOCC4)nc(N4CCOCC4)n3)cc2s1` gave pCIP destab -16, IMP-1 inhibitor -3.0, IDE act -1, PHOSPHO1 inh 2, HCV NS3 hel inh -2, MEKK3 PB1 HTS 102, UBC9 SUMO inh -1, VIM-2 inh -0.7 and FID counter -2.
Nc1nncn1C(=O)c1cccs1 was read as pCIP destab 3, IMP-1 inhibitor -2.0, IDE act 3, PHOSPHO1 inh 17, HCV NS3 hel inh -6, MEKK3 PB1 HTS 97, UBC9 SUMO inh 30, VIM-2 inh -1.8 and FID counter 3.
For COc1ccc(C(=O)NCCCNC(=O)c2cc3ccccc3[nH]2)cc1OC the results were pCIP destab 3, IMP-1 inhibitor -3.0, IDE act -3, PHOSPHO1 inh 38, HCV NS3 hel inh 6, MEKK3 PB1 HTS 100, UBC9 SUMO inh 6, VIM-2 inh -2.2 and FID counter -16.
`O=C(Nc1cccc(F)c1)/C(=C/c1ccco1)NC(=O)c1ccco1` gave pCIP destab -4, IMP-1 inhibitor -1.5, IDE act 3, PHOSPHO1 inh 58, HCV NS3 hel inh 22, MEKK3 PB1 HTS 105, UBC9 SUMO inh 19, VIM-2 inh -2.6 and FID counter -16.
Screening C/C(Cc1ccccc1)=N\NC(=O)CNC(=O)c1ccc(Cl)cc1Cl returned pCIP destab -14, IMP-1 inhibitor -3.0, PHOSPHO1 inh 25, HCV NS3 hel inh 4, MEKK3 PB1 HTS 108, UBC9 SUMO inh 3, VIM-2 inh -4.1 and FID counter -13.
Screening CCN(CC1CCCO1)C(=O)c1cc(COc2cc(C)c(Cl)c(C)c2)on1 (configuration not stated) returned pCIP destab -16, IMP-1 inhibitor -0.8, IDE act 0, PHOSPHO1 inh 31, HCV NS3 hel inh -11, MEKK3 PB1 HTS 103, UBC9 SUMO inh -9, VIM-2 inh -1.4 and FID counter -33.
For COc1ccccc1N1CCN(C(CNS(=O)(=O)c2cccs2)c2cccnc2)CC1 (configuration not stated) the results were pCIP destab -8, IMP-1 inhibitor -4.2, IDE act -1, PHOSPHO1 inh -7, HCV NS3 hel inh -9, MEKK3 PB1 HTS 104, UBC9 SUMO inh 0, VIM-2 inh -2.3 and FID counter -24.
CC(C)(C)c1ccc(C(=O)NNC(=S)NC(=O)c2cccnc2)cc1 was read as pCIP destab -22, IMP-1 inhibitor -0.9, IDE act -3, PHOSPHO1 inh -68, HCV NS3 hel inh 2, MEKK3 PB1 HTS 100, UBC9 SUMO inh -19, VIM-2 inh -2.3 and FID counter -28.
`O=C(NCc1ccco1)C1CCN(C(=O)Cc2ccccc2)CC1` gave pCIP destab 2, IMP-1 inhibitor -2.6, IDE act 0, PHOSPHO1 inh 0, HCV NS3 hel inh 10, MEKK3 PB1 HTS 99, UBC9 SUMO inh -5, VIM-2 inh -3.2 and FID counter -10.
Screening O=C(N/N=C/c1cccc2ccccc12)c1ccc(CN2CCOCC2)cc1 returned pCIP destab -2, IMP-1 inhibitor -4.4, IDE act -2, PHOSPHO1 inh 33, HCV NS3 hel inh -19, MEKK3 PB1 HTS 104, UBC9 SUMO inh 8, VIM-2 inh -0.2 and FID counter -10.
`O=C(CSc1nnc(NC(=O)c2ccco2)s1)Nc1ccc(F)cc1` gave pCIP destab -5, IMP-1 inhibitor -2.4, IDE act -2, PHOSPHO1 inh 48, HCV NS3 hel inh 1, MEKK3 PB1 HTS 98, UBC9 SUMO inh 20, VIM-2 inh -4.8 and FID counter 1.
`COC(=O)C1=C(C)N(C)C(=S)NC1c1c(OC)ccc2ccccc12` (configuration not stated) gave pCIP destab -1, IMP-1 inhibitor -4.2, IDE act 0, PHOSPHO1 inh 38, HCV NS3 hel inh 1, MEKK3 PB1 HTS 98, UBC9 SUMO inh 5, VIM-2 inh -3.3 and FID counter -16.
`CCN1/C(=C/c2cccc[n+]2C)Sc2ccc(OC)cc21` gave pCIP destab -58, IMP-1 inhibitor -2.2, IDE act -2, PHOSPHO1 inh -24, HCV NS3 hel inh 6, MEKK3 PB1 HTS 103, UBC9 SUMO inh 11, VIM-2 inh -0.2 and FID counter -2.
COc1ccc(/C=N/Nc2ccc(C(F)(F)F)cc2[N+](=O)[O-])cc1O was read as pCIP destab -5, IMP-1 inhibitor -3.4, IDE act 13, PHOSPHO1 inh -8, HCV NS3 hel inh -8, MEKK3 PB1 HTS 131*, UBC9 SUMO inh 9, VIM-2 inh -1.2 and FID counter 2.
`Cc1ccc(CNC(=O)CN2CCC(C(N)=O)CC2)cc1` gave pCIP destab -10, IMP-1 inhibitor -0.8, IDE act 4, PHOSPHO1 inh -8, HCV NS3 hel inh 1, MEKK3 PB1 HTS 119, UBC9 SUMO inh -8, VIM-2 inh 1.8 and FID counter -3.
COC(=O)CNC(=O)C(C)NC(=O)CNC(=O)OCc1ccccc1 (configuration not stated) was read as pCIP destab -17, IMP-1 inhibitor -1.1, IDE act 2, PHOSPHO1 inh 20, HCV NS3 hel inh -2, MEKK3 PB1 HTS 99, UBC9 SUMO inh 4, VIM-2 inh -1.2 and FID counter 1.
Screening CCOc1ccc(-c2c(C(=O)N/N=C/c3ccncc3)nnn2-c2nonc2N)cc1 returned pCIP destab 5, IMP-1 inhibitor 0.3, IDE act 2, PHOSPHO1 inh -118, HCV NS3 hel inh -4, MEKK3 PB1 HTS 98, UBC9 SUMO inh -8, VIM-2 inh -0.5 and FID counter -21.
CC(C)(C)NC(=S)Nc1ccc(Br)cc1 was read as pCIP destab 0, IMP-1 inhibitor 2.7, IDE act -1, PHOSPHO1 inh 15, HCV NS3 hel inh 14, MEKK3 PB1 HTS 95, UBC9 SUMO inh -26, VIM-2 inh -3.4 and FID counter 1.
O=C(CCC1CCCC1)N1CCN(C(=O)C2CC2)CC1 was read as pCIP destab -16, IMP-1 inhibitor -3.5, IDE act -1, PHOSPHO1 inh -20, HCV NS3 hel inh 10, MEKK3 PB1 HTS 104, UBC9 SUMO inh -13, VIM-2 inh -0.8 and FID counter -10.
For COc1cc2c(cc1OC)CN(c1ccc([N+](=O)[O-])cc1Cl)CC2 the results were pCIP destab -3, IMP-1 inhibitor -2.3, IDE act -1, PHOSPHO1 inh -11, HCV NS3 hel inh -9, MEKK3 PB1 HTS 101, UBC9 SUMO inh 1, VIM-2 inh -1.4 and FID counter 3.
`Nc1nnc(Cc2ccc(Cl)cc2Cl)s1` gave pCIP destab 3, IMP-1 inhibitor -0.1, IDE act 0, PHOSPHO1 inh -9, HCV NS3 hel inh -3, MEKK3 PB1 HTS 103, UBC9 SUMO inh -16, VIM-2 inh -0.6 and FID counter 0.
Screening O=C(c1ccccc1)N1CCN(Cc2cccc(Oc3ccccc3)c2)CC1 returned pCIP destab -12, IMP-1 inhibitor -4.9, IDE act -1, PHOSPHO1 inh 13, HCV NS3 hel inh -4, MEKK3 PB1 HTS 115, UBC9 SUMO inh 3, VIM-2 inh -2.9 and FID counter -18.
Screening O=C(Cn1nc(-c2ccc(Cl)cc2)c2ccccc2c1=O)NN1CCOCC1 returned pCIP destab -26, IMP-1 inhibitor -3.0, PHOSPHO1 inh 16, HCV NS3 hel inh -2, MEKK3 PB1 HTS 96, UBC9 SUMO inh 2, VIM-2 inh -2.9 and FID counter -17.
`CC/C(=N\NC(=O)c1c(-c2ccccc2)noc1C)c1ccc(C)o1` gave pCIP destab -8, IMP-1 inhibitor -1.4, IDE act -2, PHOSPHO1 inh -3, HCV NS3 hel inh -6, MEKK3 PB1 HTS 98, UBC9 SUMO inh -14, VIM-2 inh -3.2 and FID counter -5.
CC(C)C(NC(=O)c1ccc(Cl)cc1)C(=O)O (configuration not stated) was read as pCIP destab -7, IMP-1 inhibitor -1.0, IDE act 2, PHOSPHO1 inh 11, HCV NS3 hel inh -2, MEKK3 PB1 HTS 116, UBC9 SUMO inh 16, VIM-2 inh -4.0 and FID counter 3.

3 entries out of the list, sorted by length of the SMILES, ascending.
CC(C)(C)NC(=S)Nc1ccc(Br)cc1 was read as pCIP destab 0, IMP-1 inhibitor 2.7, IDE act -1, PHOSPHO1 inh 15, HCV NS3 hel inh 14, MEKK3 PB1 HTS 95, UBC9 SUMO inh -26, VIM-2 inh -3.4 and FID counter 1.
COC(=O)CNC(=O)C(C)NC(=O)CNC(=O)OCc1ccccc1 (configuration not stated) was read as pCIP destab -17, IMP-1 inhibitor -1.1, IDE act 2, PHOSPHO1 inh 20, HCV NS3 hel inh -2, MEKK3 PB1 HTS 99, UBC9 SUMO inh 4, VIM-2 inh -1.2 and FID counter 1.
COc1ccc(/C=N/Nc2ccc(C(F)(F)F)cc2[N+](=O)[O-])cc1O was read as pCIP destab -5, IMP-1 inhibitor -3.4, IDE act 13, PHOSPHO1 inh -8, HCV NS3 hel inh -8, MEKK3 PB1 HTS 131*, UBC9 SUMO inh 9, VIM-2 inh -1.2 and FID counter 2.
